Bioassay records from PubChem.
a7 integrin act = integrin-mediated muscular dystrophy alleviation activation; Potency, µM (series often up to 38.3 µM), for inactives: at the highest dose activation, actives largely listed as activators; AID 624291; 350,000 tested, 0.064% active; alpha7betagal myoblasts, beta-gal FDG fluorescence, 48 h;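 note: potency is the fitted concentration of half-maximal effect; 100% = response of the positive control SU9516; nearly all actives have a fitted effect of over 60% in size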
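Alpha7betagal+/- myoblasts (passage 13) were plated 16-24 hr, then exposed to compounds (1:260 dilution of DMSO stock) for 48 hours at 37C. After MPER lysis, β-galactosidase reporter activity was read as FDG fluorescence (ex 480/em 540) after 30 minutes.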
ELG1 genotox = genotoxicity induction in ELG1-luciferase HEK293T cells. HEK293T ELG1-luciferase reporter, luminescence, 16 h. Potency, µM (doses to about 46 µM), for inactives: top-dose activity change, positive = activation, most hits filed as activators. 330,000 tested, 1.3% active; note: potency is the fitted concentration of half-maximal effect; % of control where 0% means no effect; nearly all actives have a fitted effect of over 60% in size
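ELG1-luciferase HEK293T cells, 2,000/well; compound pinned in; 16 hr, 37 °C, 5% CO2; ONE-Glo, 30 min RT; luminescence on CCD imager.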
B2AR arrestin = recruits beta-arrestin to the human beta2-adrenergic receptor; Potency, µM (doses to about 46.1 µM), for the others: at the top dose activation, hits mostly activators; AID 492947; beta-arrestin recruitment to beta2AR, cell-based reporter; 330,000 tested, 0.02% active;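 note: potency is the fitted concentration of half-maximal effect; 0% = DMSO controls and full agonism = EC100 isoproterenol or metaproterenol; nearly all actives have a fitted effect of over 65% in size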
Target sequence (P07550 whole entry, looked up): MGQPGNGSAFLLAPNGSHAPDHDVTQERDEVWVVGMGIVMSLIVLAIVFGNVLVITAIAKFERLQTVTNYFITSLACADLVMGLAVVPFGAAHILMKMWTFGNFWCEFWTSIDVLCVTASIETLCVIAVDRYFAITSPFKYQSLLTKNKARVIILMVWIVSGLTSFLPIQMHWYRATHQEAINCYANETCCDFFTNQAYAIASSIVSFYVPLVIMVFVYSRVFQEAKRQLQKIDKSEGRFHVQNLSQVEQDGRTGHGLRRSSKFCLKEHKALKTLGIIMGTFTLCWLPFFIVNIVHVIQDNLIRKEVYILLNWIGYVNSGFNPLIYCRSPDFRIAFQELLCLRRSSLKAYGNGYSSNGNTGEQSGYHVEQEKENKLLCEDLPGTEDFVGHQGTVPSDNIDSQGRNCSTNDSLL
uPA surface inh = inhibitors of cell surface uPA generation; cell surface uPA generation assay, qHTS; Potency, µM (doses to about 38.3 µM), for the others: at the top dose activity change, negative = inhibition, usual class: inhibitors; 330,000 tested, 0.31% active; active = well fitted inhibition curve with a large enough effect; inconclusive = small, poorly fitted or top-dose-only effect; inactive = no such curve, though single readings can be large or run the other way; tested in mouse RAW 264.7 cells; note: potency is the fitted concentration of half-maximal effect; % is set by controls: 0 for no effect and ±100 for the full control effect; nearly all actives have a fitted effect of over 55% in size
BRCA1 expr act = activators of BRCA1 expression; MCF7-BRCA1-FFLuc reporter, luminescence, 48 h; response scale: scaled: vehicle 0%, 10 µM genistein 100%; Potency, µM (series often up to 46.1 µM), for the others: top-dose activation, actives largely listed as activators; 380,000 tested, 1.1% active; AID 624202; note: potency is the fitted concentration of half-maximal effect; nearly all actives have a fitted effect of over 80% in size; some results filed as inactive show a strong effect at the top dose
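Luminescence from a BRCA1-driven firefly luciferase in MCF7 cells was read after 48 h compound exposure at 37 C. Data normalized against DMSO and a 10microM genistein activation control, then curve-fitted across the titration.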
ASM inhibitor = human S-ASM enzyme inhibition. P17405. placental ASM, HMU-PC fluorogenic substrate, 60 min. Potency, µM (highest dose often 57.5 µM), inactives show top-dose activity change, negative = inhibition, most hits filed as inhibitors. 340,000 tested, 0.006% active; note: potency is the fitted concentration of half-maximal effect
Target sequence (P17405 47-631 limits assumed): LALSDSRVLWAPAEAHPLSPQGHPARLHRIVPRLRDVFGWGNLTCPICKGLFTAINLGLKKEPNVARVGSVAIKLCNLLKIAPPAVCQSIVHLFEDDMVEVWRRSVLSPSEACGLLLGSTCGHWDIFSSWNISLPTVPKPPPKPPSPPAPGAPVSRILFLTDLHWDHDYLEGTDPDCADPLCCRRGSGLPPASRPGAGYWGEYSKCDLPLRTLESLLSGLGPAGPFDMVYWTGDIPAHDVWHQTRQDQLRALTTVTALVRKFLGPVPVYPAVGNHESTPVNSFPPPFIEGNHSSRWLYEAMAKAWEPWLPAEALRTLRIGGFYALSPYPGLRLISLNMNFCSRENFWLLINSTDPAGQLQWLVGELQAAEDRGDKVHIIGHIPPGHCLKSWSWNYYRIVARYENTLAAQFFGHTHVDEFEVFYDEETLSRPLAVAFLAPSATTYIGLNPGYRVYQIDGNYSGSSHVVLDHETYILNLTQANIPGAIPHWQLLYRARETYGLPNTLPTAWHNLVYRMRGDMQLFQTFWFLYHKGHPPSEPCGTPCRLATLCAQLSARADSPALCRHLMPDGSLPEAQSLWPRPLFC
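Fluorogenic HMU-PC substrate (9 uM final) is turned over by placental ASM in 60 min at 37 C after a 10 min compound preincubation. Reaction ended by alkaline stop (pH 10), with fluorescence read at 386/447 nm.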
PTAP TSG101 blk = blocks PTAP/TSG101 interaction to inhibit HIV-1 budding; Q99816; Fluorescence polarization, FITC-PTAP peptide / Tsg101 binding; Potency, µM (highest dose often 115 µM), for the others: at the highest dose activity change, negative = inhibition, actives largely listed as inhibitors; 340,000 tested, under 10 active; active = well fitted inhibition curve with a large enough effect in the main read-out, with a control signal flat, not every such curve was filed as active; inconclusive = small, poorly fitted or top-dose-only effect, or effect the other way, or a change in a side signal; inactive = no such curve, though single readings can be large or run the other way; note: potency is the fitted concentration of half-maximal effect; % of control where 0% means no effect
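Fluorescence polarization binding of Tsg101 binding domain (10 uM final) to FITC-labeled PTAP peptide (50 nM final) in HEPES pH 7.5 buffer with NaCl, Tween 20, EDTA, TCEP. Compounds added before peptide; binding 20 min at RT.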
p53 reactivation = re-activators of mutant p53; H1299 p53-A138V BP100-luciferase reporter, luminescence, 24 h; Potency, µM (highest dose often 92.2 µM), for inactives: at the highest dose activity change, positive = activation, most hits filed as activators; 320,000 tested, 0.063% active; note: potency is the fitted concentration of half-maximal effect; % of control where 0% means no effect; nearly all actives have a fitted effect of over 45% in size
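p53-null H1299 cells stably carrying temperature-sensitive p53-A138V and a BP100-luciferase reporter were pinned with compounds (4-point, 1:5 series) and held 24 hrs at 37 deg C. Luminescence was read 10 min after detection reagent.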
USP2a inh = USP2a (human) protease inhibition; 330,000 tested, 0.01% active; AID 463254; USP2 core, Ub-CHOP2 coupled fluorogenic reporter, 485/531; O75604; Potency, µM (doses to about 38.3 µM), for the others: at the top dose activity change, negative = inhibition, usual class: inhibitors;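 note: potency is the fitted concentration of half-maximal effect; plate controls were DMSO wells for no effect and full inhibition by NEM control for full effect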
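Cell-free coupled assay: 10nM USP2 core preincubated 30min RT with compound in Tris-HCl pH 8.0/CaCl2/CHAPS buffer, then 25nM Ub-CHOP2 and 25nM reporter substrate; fluorescence (Ex 485/Em 531) read after 60min RT, normalized to NEM inhibition, concentration-response curves fitted.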
Eya2 inh = blocks the phosphatase activity of human Eya2; O00167; 330,000 tested, 0.006% active; Potency, µM (doses to about 76.9 µM), for inactives: at the top dose activity, negative = inhibition, actives largely listed as inhibitors; recombinant Eya2, OMFP fluorescence dephosphorylation (OMFP is methylfluorescein phosphate); note: potency is the fitted concentration of half-maximal effect; % is set by controls: 0 for no effect and ±100 for the full control effect
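Eya2 (0.2 uM) preincubated 10 min at ambient with compound, then OMFP substrate added at 50 uM; 10 min reaction in 50 mM HEPES pH 7.5, 50 mM NaCl, 5 uM MgCl2, 0.05% BSA, 1 mM DTT. Fluorescence read at Ex 485/Em 525 nm.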
TRPV1 ag = agonists of human vanilloid receptor 1 (TRPV1); activation, % at 8.33 µM; 320,000 tested, 0.19% active; Q8NER1; TRPV1-expressing cells, Fluo-8 calcium influx, agonist mode; in the data active = activation above about 80%; inconclusive = between about 30% and that limit; note: 0% is about no effect
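TRPV1-expressing cells were cultured overnight at 35.5C and loaded with Fluo-8 calcium dye for 40 to 90 min at room temperature. After a 10 s baseline, compound was added and calcium influx was read kinetically for 3 min (ex 480/em 520 nm).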
The depositor's hits bear a star; i = inactive; ? = inconclusive; . = not tested or not shown; [ ] = remark or other dose. Unless noted, calls come from the whole dose curve; as a rule, active = well fitted curve in the direction sought with a large enough effect; inconclusive = small, poorly fitted or top-dose-only effect, or another doubt; inactive = no such curve, though single readings can be large; an effect the other way counts as inactive or inconclusive.

Order of results: a7 integrin act	ELG1 genotox	B2AR arrestin	uPA surface inh	BRCA1 expr act	ASM inhibitor	PTAP TSG101 blk	p53 reactivation	USP2a inh	Eya2 inh	TRPV1 ag
C=CCc1ccc(OCc2ccc(C(=O)OC)o2)c(OC)c1
→ 15.1%	10.3µM*	-0.1%	-4.0%	-20.8%	0.7%	-1.2%	12.5%	1.3%	4.9%	7.4
Cc1cc(C)n2nc(C(=O)Oc3ccc4c(c3)OCO4)nc2n1
→ -11.7%	2.1%	-0.8%	-16.2%	-10.2%	6.1%	-3.1%	0.0%	-0.6%	-4.5%	-3.3
Cc1nnc(SCC(=O)c2ccc(Cl)cc2)n(N)c1=O
→ 9.0%	15.6%	0.3%	0.1%	-16.7%	37.6%	-1.4%	-8.1%	1.0%	-3.9%	-5.3
O=C(/C=C/c1cn(-c2ccccc2)nc1-c1ccc2c(c1)OCCO2)NCCCN1CCOCC1
→ -44.7%	-1.2%	-0.3%	-10.2%	-15.5%	-8.9%	-5.8%	-3.8%	0.7%	-12.9%	25.0
COc1ccc(/C=N/Nc2ncnc3sc4c(c23)CCCC4)cc1OC
→ -2.3%	0.1%	0.0%	-12.2%	-68.3%	?	-1.2%	4.5%	1.8%	0.7%	3.3
C[C@H]1CN([C@@H](C)CO)C(=O)c2cccc(NC(=O)Nc3ccc(C(F)(F)F)cc3)c2O[C@H]1CN(C)C
→ -3.4%	-2.3%	0.1%	-24.4%	-35.1%	-4.4%	-0.3%	-2.7%	4.6%	-23.8%	.
S=C(Nc1ccc(Nc2ccccc2)cc1)NN1CCOCC1
→ -14.8%	-1.1%	0.3%	-2.1%	2.7%	-2.5%	-0.4%	2.0%	-3.0%	-1.4%	1.9
COc1ccc(-c2ccc(C#N)c(OC)n2)cc1
→ 1.7%	14.1%	-0.6%	-4.1%	-28.4%	-0.4%	-9.7%	0.7%	-1.5%	1.8%	13.1
COc1ccc(C(=O)/C=C/Nc2ccc(S(=O)(=O)Nc3ncccn3)cc2)cc1
→ .	6.4%	-0.1%	.	.	.	.	18.7%	5.2%	2.9%	-3.2
O=C(COC(=O)c1cnc(Cl)c(Cl)c1)NC1CC1
→ -22.7%	-1.7%	-0.3%	-12.7%	1.9%	2.5%	-4.8%	29.7%	-0.6%	0.5%	.
COc1ccccc1OCc1cc(C(=O)N2CCCC(OCc3cccnc3)C2)no1 (configuration not stated)
→ 11.2%	8.2µM*	0.1%	0.3%	7.08µM*	1.2%	-2.2%	28.5%	-3.4%	-7.8%	2.3
CCOc1cc(NC(=O)c2cccs2)c(OCC)cc1NC(=O)CCC(=O)NCc1ccccn1
→ -19.6%	-3.9%	0.0%	6.3%	18.7%	-4.2%	-6.4%	-2.2%	-6.2%	-14.9%	0.3
O=C(N/C=C/c1ccccc1)Nc1ccc(Cl)cc1
→ 4.3%	?	0.2%	0.3%	?	-1.3%	1.1%	?	-0.4%	-20.7%	?
CCn1c(SCc2nc(-c3cccs3)no2)nnc1-c1c[nH]c2ccccc12
→ -23.4%	-10.4%	-0.7%	3.8%	-56.1%	-8.8%	0.0%	-1.7%	3.6%	0.1%	2.3
Cc1nc2nc(C)c(CCC(=O)O)c(C)n2n1
→ 0.3%	2.1%	0.4%	0.2%	-0.1%	-0.4%	-3.2%	-1.3%	2.3%	33.2%	3.9

Order of results: a7 integrin act	ELG1 genotox	B2AR arrestin	uPA surface inh	BRCA1 expr act	ASM inhibitor	PTAP TSG101 blk	p53 reactivation	USP2a inh	Eya2 inh	TRPV1 ag
COc1cc(OC)c(S(=O)(=O)N2CCCCC2)cc1S(=O)(=O)N1CCCCC1
→ 0.8%	-0.8%	-0.1%	2.4%	-14.4%	1.0%	-1.7%	-5.2%	-2.3%	-22.0%	5.0
C/C=C/c1ccc(OCCCCOc2ccccc2C(C)=O)c(OC)c1
→ -10.7%	5.3%	0.2%	7.0%	-15.5%	2.1%	-5.1%	-1.6%	-0.9%	-4.3%	-1.1
Oc1cccc(/C=N\Nc2nncc(-c3ccccc3)n2)c1
→ 16.3%	16.4%	0.2%	-10.4%	?	-1.6%	-2.0%	3.4%	-1.1%	-8.7%	?
NC(=O)COc1ccc(/C=N/NC(=O)C2CCCN2S(=O)(=O)c2ccc(Cl)cc2)cc1 (configuration not stated)
→ -16.9%	-3.6%	-0.4%	7.4%	-18.7%	1.3%	-1.7%	0.0%	-0.8%	-5.1%	-3.6
CCN(CC)CCC(=O)N1c2ccccc2Sc2ccc(NC(=O)OC)cc21
→ -3.6%	0.1%	?	-15.3%	-19.2%	5.9%	-1.7%	-82.3%[inhibitor]	4.3%	-5.5%	7.3
O=C(COC(=O)c1cccc(S(=O)(=O)NCc2ccccc2)c1)Nc1ccccc1OC(F)F
→ 5.9%	-1.3%	-0.5%	0.4%	-1.5%	-2.5%	-2.3%	-3.0%	-2.5%	-16.9%	-1.4
CC(=O)c1cccc(NC(=O)CN2CCc3cc4c(cc3C2)OCCCO4)c1
→ -9.3%	-1.1%	0.5%	5.5%	3.0%	-1.9%	0.3%	.	0.1%	3.1%	8.7
COC(=O)c1sc2ccccc2c1-n1cccc1C(=O)C(=O)Nc1ccccc1
→ -17.7%	0.7%	-0.3%	-7.3%	-12.1%	-10.7%	1.0%	1.3%	-1.6%	13.9%	9.5
N#Cc1ccccc1OCC(=O)NNC(=O)CNC(=O)c1cccc(Br)c1
→ 13.2%	2.7%	-0.1%	-7.0%	9.8%	2.3%	1.3%	0.3%	1.9%	7.4%	-2.1
C=CCn1c(SCC(=O)c2[nH]c(C)c(C(=O)OCC)c2C)nc2scc(-c3ccc(OC)c(OC)c3)c2c1=O
→ 18.6%	0.3%	-0.2%	-3.7%	-6.3%	-12.3%	0.8%	-24.4%	2.0%	-7.0%	-4.6
Cc1ccc(NC(=O)c2nsc(Cl)c2Cl)cc1
→ 0.0%	?	-0.4%	-16.3%	7.3%	-3.8%	0.3%	6.6%	-2.0%	23.6%	?
Cc1ccc(S(=O)(=O)c2nnn3c2nc(N2CCOCC2)c2ccccc23)cc1
→ -11.6%	-3.1%	0.1%	1.6%	-3.8%	-2.2%	-3.3%	16.8%	-0.9%	-0.1%	-3.5
Cc1ccc(-c2nc3ccccc3s2)cc1S(=O)(=O)N1CCOCC1
→ 39.2%[7.66 µM]	-16.9%	0.5%	.	0.0%	-14.9%	-5.0%	2.3%	1.5%	0.3%	15.2
Cc1cc(C(=O)NC(C)c2ccncc2)no1 (configuration not stated)
→ 37.9%	0.0%	-0.4%	.	-31.0%	7.0%	-10.2%	7.3%	0.7%	2.5%	-1.8
COc1ccc(C2C(C#N)=C(N)Oc3cc(C)n(CCN4CCOCC4)c(=O)c32)cc1OC (configuration not stated)
→ 9.2%	1.4%	0.4%	-4.3%	-19.2%	0.6%	-1.2%	-3.0%	1.6%	-8.2%	23.4

Order of results: a7 integrin act	ELG1 genotox	B2AR arrestin	uPA surface inh	BRCA1 expr act	ASM inhibitor	PTAP TSG101 blk	p53 reactivation	USP2a inh	Eya2 inh	TRPV1 ag
O=C(NCCCCc1ccccc1)C1CC(c2ccccc2[N+](=O)[O-])=NO1 (configuration not stated)
→ -28.7%	-1.4%	0.3%	4.3%	-9.8%	-4.3%	-1.2%	0.2%	1.7%	8.1%	3.6
CC(=O)Nc1ccc2nc(NC(=O)c3ccco3)sc2c1
→ -25.7%	?	-0.4%	?	15.6%	3.7%	-7.9%	.	-0.1%	3.5%	1.9
CC(C)N1C(=O)CCC1C(=O)NCCc1ccccc1 (configuration not stated)
→ -18.8%	-2.6%	-0.3%	.	-25.6%	1.0%	-7.6%	7.9%	-1.1%	-20.3%	1.0
CC(C)(C)S(=O)(=O)c1cnc2c(-c3ccsc3)cnn2c1N
→ 2.3%	9.2%	0.2%	1.4%	44.8%	16.7%	-4.0%	7.7%	0.5%	-16.5%	1.9
COC(=O)C1=CN(C2CC2)C=C(C(=O)OC)C1c1ccc(C(=O)OC)cc1
→ 11.2%	-0.6%	-0.9%	.	1.4%	i	-6.4%	0.2%	-4.5%	-19.9%	-2.3
Cc1cc(C)n(-c2cc(Oc3ccccc3)ncn2)n1
→ 13.1%	?	-0.1%	7.3%	44.0%	6.8%	0.9%	12.9%	-0.6%	6.7%	-5.0
CC(C)C1Oc2ccccc2N(CC(=O)N(Cc2ccccn2)CC2CCCO2)C1=O (configuration not stated)
→ -5.3%	4.2%	-0.1%	.	-16.7%	6.5%	-1.5%	-2.6%	5.1%	-10.0%	5.2
C[C@H]1CN([C@@H](C)CO)C(=O)c2cccc(NS(=O)(=O)c3ccc(Cl)cc3)c2O[C@@H]1CN(C)CC1CCCCC1
→ -13.5%	-0.2%	0.2%	8.0%	-23.6%	-0.9%	-1.7%	-1.0%	1.1%	-0.4%	.
